# Salmonella PhoP GFP = PhoP regulon inhibitors, Salmonella typhi PhoP promoter GFP reporter, confirmatory (AID 1850) | Salmonella Typhi PhoP-promoter GFP reporter, fluorescence, 4 h; higher % means a stronger effect | one-dose inhibition, % at 50 µM; IC50 in µM for titrated hits | 310,000 tested, 0.33% active; in the data active = a potency from the dose series; inconclusive = inhibition mostly from about 25% at the one dose, without a potency; inactive = the rest, 99 in 100 with inhibition below about 19%;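 note: 0% = induced wells with vehicle and 100% = uninduced wells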
# influenza NS1A = H1N1 influenza NS1A inhibitors, functional cell based assay (AID 504329); 340,000 tested, 0.3% active; inhibition, % at 12.5 µM, or IC50 in µM where a hit was titrated; NS1A functional cell-based assay, percent inhibition; higher % means a stronger effect; in the data active = a potency from the dose series; inconclusive = inhibition above about 27% without an active follow-up result; note: strong numbers were not always called active
# VEEV TC-83 Vero = inhibitors of VEEV TC-83 cytopathic effect, confirmation, Vero cells (AID 588727); Vero cells, VEEV TC-83 cytopathic effect inhibition; higher % means a stronger effect; inhibition, % at 20 µM, or IC50 in µM where a hit was titrated; 350,000 tested, 0.13% active; in the data active = a potency from the dose series; inconclusive = inhibition mostly from about 14% at the one dose, without a potency; inactive = the rest, 99 in 100 with inhibition below about 12%; note: strong numbers were not always called active
# tuberculosis growth = growth inhibition of non-replicating M. tuberculosis (AID 488890) | Mycobacterium tuberculosis non-replicating, growth inhibition; higher % means a stronger effect | inhibition, % at 25 µM; hits with a dose series show IC50 in µM | 320,000 tested, 0.39% active; in the data active = a potency from the dose series; inconclusive = inhibition mostly from about 82% at the one dose, without a potency; inactive = the rest, 99 in 100 with inhibition below about 76%;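 note: plate controls were DMSO cells for no effect and high antibiotic wells for full effect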
# M. tuberculosis HTS = M. tuberculosis growth inhibition, HTS (AID 449762); M. tuberculosis H37Rv growth inhibition, 7H9 media; higher % means a stronger effect; inhibition, % at 25 µM; hits with a dose series show IC50 in µM; 330,000 tested, 0.59% active; in the data active = a potency from the dose series; inconclusive = inhibition above about 70% without an active follow-up result;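 note: bacterial growth assessed after seven days of incubation; strong numbers were not always called active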
# VEEV TC-83 Vero 10K pilot screen = also measured in VEEV TC-83 Vero; calls as there; inhibition, %; measured here: 10K pilot screen inhibition
# * hit, by the source's call; i = inactive; u = inconclusive; x = no result given. This is a random part of the collection, and some 1.5% of all compounds hit somewhere here.
SMILES,Salmonella PhoP GFP,influenza NS1A,VEEV TC-83 Vero,tuberculosis growth,M. tuberculosis HTS,others
CCOC(=O)c1sc(NC(=O)c2ccc(S(=O)(=O)N3CCCCC3)cc2)nc1-c1ccccc1,-9%,-10%,1.6%,-17%,6%,
CC(C(=O)Nc1ccc(F)cc1Cl)N1CCN(S(=O)(=O)c2cccs2)CC1 (stereo not given),x,-6%,2.2%,-6%,-1%,
O=C(CS(=O)c1cccc(C(F)(F)F)c1)Nc1ccccc1Cl (stereo not given),-4%,-6%,1.2%,25%,-5%,
Cc1nc(N/N=C/c2ccc(Br)cc2)cc(N2CCOCC2)n1,-9%,-2%,8.0%,28%,6%,
CCCC(=O)Nc1ccc(C(=O)NCc2ccccn2)cc1,2%,-19%,1.4%,-9%,-6%,
COC(=O)c1ccc2c(c1C(=O)OC)CN(S(=O)(=O)C(C)(C)C)[C@@H]2CCO,x,-5%,0.7%,x,x,
O=c1c2ccccc2nc2c3ccccc3c(NCc3cccnc3)nn12,-7%,2%,1.1%,64%,-4%,
Cc1nc2ccccc2cc1C(=O)N/N=C/c1ccco1,-5%,-1%,0.6%,-7%,1%,
Cc1ccc(-n2c(SCC(=O)Nc3ccc(Cl)cc3)nc(O)cc2=O)cc1,0%,-2%,1.1%,40%,9%,
O=C(Nc1cccc(-c2nc3cccnc3s2)c1)c1cccnc1Cl,9%,3%,6.1%,6%,41%,
CCOc1ccc(N(Cc2cc3ccc(C)cc3[nH]c2=O)S(C)(=O)=O)cc1,-5%,-1%,2.3%,20%,2%,
Cc1ccccc1NC(=O)CSc1cn[nH]n1,-2%,-2%,2.7%,-4%,-1%,
OC[C@@H]1[C@@H](c2ccc(F)cc2)C(c2cccc(Cl)c2)=NN1c1ccccc1,x,3%,i,x,x,
CCOc1ccc(N(C)S(=O)(=O)c2ccc(C)c(C(=O)NCCc3ccc(OC)cc3)c2)cc1,x,-8%,7.0%,x,x,
N/C(=N\c1nc(CSc2nc3ccccc3s2)cc(=O)[nH]1)Nc1ccc(F)cc1,-1%,11%,i,-2%,0%,
COc1cc(CCCN[C@H](CN)Cc2ccccc2)cc(OC)c1OC,x,11%,i,45%,-7%,
CCOC(=O)/C=C1\Nc2ccccc2SC1=O,-10%,1%,5.3%,19%,-5%,
COc1ccccc1NC(=O)CCCN1C(=O)C2CC=CCC2C1=O (stereo not given),-5%,-11%,7.5%,-12%,-3%,
CCOc1cc(C2NC(=O)NC(C)=C2C(=O)OC(C)CC)cc(Br)c1O (stereo not given),4%,8%,7.5%,30%,-1%,VEEV TC-83 Vero 10K pilot screen=6.1
COc1cc(/C=N\NC(=O)c2ccc(C)nc2)ccc1OC(=O)c1ccco1,-2%,11%,i,20%,-4%,
Cc1cc(NC(=O)CSc2nc(C(C)(C)C)nc3ccccc23)no1,5%,-11%,1.1%,9%,-3%,
COn1c(SCc2ccccc2)nc2ccccc2c1=O,-7%,-24%,i,18%,0%,
COc1ccc(CN2CCNCC2)cc1,-1%,1%,i,-9%,-1%,
O=C1CN2C(=N1)N(Cc1ccccc1)c1ccccc12,-5%,-6%,2.4%,-2%,3%,
O=C1N(c2ccccc2C(F)(F)F)O[C@@]1(c1ccccc1)C1CCCCC1,x,3%,26%,-10%,-3%,
SMILES,Salmonella PhoP GFP,influenza NS1A,VEEV TC-83 Vero,tuberculosis growth,M. tuberculosis HTS,others
CCOC(=O)c1sc(NC(=S)NC(=O)c2cccc(Cl)c2)c(C(=O)OCC)c1C,-3%,26%,1.7%,-5%,4%,
Cc1c(C2Nc3ccccc3NC3=C2C(=O)CC(C)(C)C3)cnn1C (stereo not given),0%,21%,i,1%,-7%,
S=C(NCc1ccc(Cl)cc1)NN1CCOCC1,7%,-13%,1.5%,16%,0%,
COc1ccc(CC(=O)NNC(=O)COc2ccc(Cl)cc2C)cc1S(=O)(=O)N1CCOCC1,x,-3%,2.2%,7%,5%,
COc1ccc(C(CC(=O)O)N2C(=O)CCC2=O)cc1 (stereo not given),-6%,-6%,0.4%,-8%,-4%,
CC(O)CO (stereo not given),x,-12%,i,3%,3%,
Cc1cc(C)c(S(=O)(=O)N2CCN(C(=O)C(C)Cn3cncn3)CC2)c(C)c1 (stereo not given),-8%,9%,3.2%,-7%,-2%,
COc1cc2ccccc2c2c1CCCC2=O,-5%,-8%,i,13%,2%,
O=C(NNc1nc(N2CCOCC2)nc(N2CCOCC2)n1)c1ccccc1,x,-19%,0.7%,x,x,
CCCCNC(=O)Cn1cnc2c(cnn2-c2ccc(C)c(C)c2)c1=O,0%,-2%,i,-5%,0%,
c1ccc(C2Nc3ccccc3Oc3ccccc32)cc1 (stereo not given),-3%,26%,0.7%,15%,6%,
NC(=S)NN=C(c1ccc(F)cc1)C1CC1,x,-2%,28%,x,x,
CC(C)(C)S(=O)(=O)N1Cc2cc(=O)n(Cc3ccccc3)c(CCO)c2[C@@H]1CCO,x,3%,0.1%,x,x,
O=C(NN1CCCCC1)c1cccc(COc2ccc(Cl)cc2)c1,-6%,-4%,0.2%,17%,-2%,
Cc1cc(C)n2nc(SCC(=O)N3CCCC(C)C3)nc2n1 (stereo not given),x,4%,1.6%,-11%,-4%,
CCc1ccc(CNC(=O)CCS(=O)(=O)Cc2ccc(C)cc2)cc1,-19%,-7%,i,30%,2%,
CC(C)N(Cc1ccccc1)C(=O)CC(=O)N(Cc1ccccc1)C(C)C,2%,-2%,0.4%,x,-7%,
Cc1ccc(S(=O)(=O)CCC(=O)Nc2ccc3c(c2)OCO3)cc1,8%,9%,i,9%,-2%,
O=C(OCc1ccc(Cl)cc1)c1cccnc1Cl,-4%,-1%,1.1%,66%,13%,
COC(=O)c1ccccc1NC(=O)CSc1nnc(COc2cccc(OC)c2)n1C,-8%,-4%,2.9%,29%,9%,
Cc1ccc(C)c(N2CCN(C(=O)c3csc(C)c3C)CC2)c1,16%,-1%,10%,43%,17%,
C=CS(=O)(=O)N(Cc1ccccc1Br)[C@H](CO)CC(C)C,x,-2%,i,x,x,
O=C(CN(C(=O)CNC(=O)c1ccco1)c1ccc(F)c(Cl)c1)NC1CCCCC1,3%,-9%,1.1%,3%,4%,
C/C=C/c1ccc(OCC(=O)Nc2cc(C(F)(F)F)ccc2N2CCOCC2)c(OC)c1,-7%,-6%,1.8%,-4%,-17%,
CCCOc1ccc(Cl)cc1CNc1ccccc1,-5%,-1%,0.7%,67%,13%,

# Sorted by heavy-atom count (highest first): part of the list above
SMILES,Salmonella PhoP GFP,influenza NS1A,VEEV TC-83 Vero,tuberculosis growth,M. tuberculosis HTS,others
C/C=C/c1ccc(OCC(=O)Nc2cc(C(F)(F)F)ccc2N2CCOCC2)c(OC)c1,-7%,-6%,1.8%,-4%,-17%,
O=C(CN(C(=O)CNC(=O)c1ccco1)c1ccc(F)c(Cl)c1)NC1CCCCC1,3%,-9%,1.1%,3%,4%,
Cc1ccc(S(=O)(=O)CCC(=O)Nc2ccc3c(c2)OCO3)cc1,8%,9%,i,9%,-2%,
c1ccc(C2Nc3ccccc3Oc3ccccc32)cc1 (stereo not given),-3%,26%,0.7%,15%,6%,
COc1ccc(C(CC(=O)O)N2C(=O)CCC2=O)cc1 (stereo not given),-6%,-6%,0.4%,-8%,-4%,
S=C(NCc1ccc(Cl)cc1)NN1CCOCC1,7%,-13%,1.5%,16%,0%,
CC(O)CO (stereo not given),x,-12%,i,3%,3%,

# (further entries)
SMILES,Salmonella PhoP GFP,influenza NS1A,VEEV TC-83 Vero,tuberculosis growth,M. tuberculosis HTS,others
CCCCn1c(N)c(N(CCOC)C(=O)CN(C)S(=O)(=O)c2ccc(F)cc2)c(=O)[nH]c1=O,8%,-18%,1.1%,7%,-2%,
CCOc1ccc(CC(=O)Nc2nccs2)cc1OCC,3%,-2%,1.1%,5%,-3%,
CC(=O)c1c(COC(=O)c2ccc(Cl)cc2)nc2ccccc2[n+]1[O-],5%,3%,0.6%,1%,3%,
O=C(CN1CCN(Cc2ccc(F)cc2)C1=O)NC1CCCC1,7%,-1%,1.0%,3%,1%,
CCN(CC)Cc1c(C(=O)N/N=C/c2ccc(C)o2)nnn1-c1nonc1N,8%,8%,1.1%,-5%,-7%,
CC(C)C(C(=O)Nc1ccc2c(c1)OCCO2)N1C(=O)c2ccccc2C1=O (stereo not given),2%,9%,4.8%,-10%,-4%,
Cc1cc(C)c(S(=O)(=O)N2CCOCC2)cc1C,-9%,-5%,i,-7%,-9%,
COc1cc2[nH]c(=S)nc(NC3CCCCCC3)c2cc1OC,11%,-1%,4.5%,46%,21%,
COc1cc(-c2cc(N)n(S(=O)(=O)c3ccccc3)n2)cc(OC)c1OC,6%,11%,9.8%,x,4%,
Cc1cc(NC(=O)c2ccc(S(=O)(=O)N3CCOCC3)cc2)no1,-10%,0%,0.0%,-8%,4%,
Cn1cccc1Cc1nnc(SCC(=O)NCCc2ccccc2)n1C,-9%,3%,0.5%,-11%,-3%,
CC(C)Cn1c(N)c(C(=O)COC(=O)C2CCCN2C(=O)c2cccs2)c(=O)n(C)c1=O (stereo not given),x,-6%,i,24%,2%,
Cc1ccccc1CNC(=O)C(=O)NCC1CCCN1S(=O)(=O)c1ccccc1 (stereo not given),-3%,-4%,4.5%,25%,7%,
COC(=O)[C@@H]1C[C@H]2CC[C@H](O)C[C@H]2N1Cc1ccc(C(F)(F)F)cc1,-15%,-5%,0.1%,5%,-1%,
CCCCCOc1ccc(C2C(C(C)=O)=C(C)Nc3ncnn32)cc1OC (stereo not given),-6%,-12%,2.4%,23%,3%,
CN(C)C(=O)Nc1cnc2ccccc2c1,13%,9%,0.5%,-4%,-5%,
CC(=O)c1c(C)[nH]c(C(=O)N2CCN(S(=O)(=O)c3ccc(F)c(F)c3)CC2)c1C,2%,-8%,2.0%,3%,-2%,
Cn1c(=O)n(C)c2cc(S(=O)(=O)NCc3ccco3)ccc21,-16%,-3%,0.8%,2%,2%,
COc1ccc(OC)c(NC(=O)CCNS(=O)(=O)c2ccc3c(c2)c(=O)n(C)c(=O)n3C)c1,27%,3%,0.0%,1%,0%,
Cc1noc(C)c1C(=O)OC(C)C(=O)N1CCc2ccccc21 (stereo not given),x,-4%,2.5%,-16%,3%,
CCOc1cc(NC(=S)Nc2ccc(Cl)cc2)c(OCC)cc1NC(C)=O,9%,4%,3.7%,u,-4%,
CCN(CC)c1ccc(NC(=S)NCC2CCCO2)cc1 (stereo not given),-1%,-2%,i,57%,1%,
C/C(=N/NC(=O)C1CCCN1C(=O)c1ccc([N+](=O)[O-])cc1)c1ccc(Br)cc1 (stereo not given),x,-5%,1.9%,x,x,
COc1ccc(Cl)cc1NC(=O)C(=O)NCc1ccncc1,10%,-10%,5.4%,2%,5%,
CSCCNCc1c(C(=O)N2CCOCC2)nc2c(C)cccn12,3%,-5%,0.8%,8%,0%,
SMILES,Salmonella PhoP GFP,influenza NS1A,VEEV TC-83 Vero,tuberculosis growth,M. tuberculosis HTS,others
Oc1c(Br)cc(Br)cc1/C=N/Nc1ccc(Cl)nn1,-5%,4%,8.6%,u,u,
O=C(c1ccc(Br)o1)N1CCN=C1SCc1cccnc1,-3%,-1%,2.6%,2%,1%,
O=C1CN(C(=O)COc2c(Cl)cccc2Cl)c2ccccc2N1,-2%,-2%,7.1%,3%,7%,
Cc1nn(C)cc1C(C)Nc1nc2nonc2nc1N1CCCCC1 (stereo not given),-10%,5%,1.1%,14%,-1%,
CN1CCC(NC(=O)Nc2ccc(Br)cc2)CC1,6%,1%,0.7%,4%,-10%,
Cc1ccc2nc(NC(=O)CCCc3nc4ccccc4s3)sc2c1,0%,8%,i,49%,26%,
COc1ccc(CCN2CC(C(=O)N(C)Cc3ccccc3OC)CCC2=O)cc1 (stereo not given),-1%,-7%,i,10%,0%,
CCN(CC)c1ccc(/C=N/NS(=O)(=O)c2ccc(C)c([N+](=O)[O-])c2)cc1,-8%,-2%,1.0%,-15%,0%,
CC1CCN(c2ccc([N+](=O)[O-])cc2C(N)=O)CC1,1%,-6%,1.1%,-19%,-8%,
FC(F)(F)c1ccc2c(c1)[nH]c(=S)n2C1CC1,-4%,-10%,0.6%,-5%,65%,
CC(C)(C)n1ncc2c(=O)n(CC(=O)N3CCCCC3)cnc21,9%,3%,0.5%,-8%,7%,
NC(=O)COc1ncnc2scc(-c3ccc(F)cc3)c12,2%,1%,0.4%,12%,-9%,
CCC1(c2ccc(F)cc2)NC(=O)N(CC(=O)Nc2ccc(C(N)=O)cc2)C1=O (stereo not given),-5%,-1%,1.8%,-2%,-1%,
O=C(O)CC1(CC(=O)NCc2ccncc2)CCCCC1,10%,-19%,2.2%,-8%,-8%,
Cc1ccc(S(=O)(=O)N(C)C)cc1NC(=O)COC(=O)/C=C/c1ccc(F)cc1,-1%,-5%,1.0%,-1%,-2%,
